High-throughput results (PubChem BioAssay)
AGP1 TOR yeast: modulators of AGP1-GFP expression in yeast TOR pathway, primary screen, cell-based, multiplex flow cytometry, S. cerevisiae, MLPCN library | 3 h; GFP as percent of DMSO wells | GFP response vs DMSO, % at 10 µM | 320,000 tested, 0.02% active | AID 2066, 2009;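 active = GFP response relative to DMSO above a set limit, near screen average plus 3 SD, cut at about 150% in these data; inconclusive = fewer than 70 cells counted for the yeast strain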;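 also: median GFP channel fluorescence of the gated AGP1 strain per well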
Efflux pump inh: inhibitors of Candida efflux pumps in yeast, primary screen, S. cerevisiae, Nile Red, multiplex. S. cerevisiae Candida pump triplex. 330,000 tested, 0.44% active. inhibition, % at 10 µM;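 active = plate passing quality check with inhibition over a set limit, or well fluorescence over plate mean plus 4 SD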;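 also: Nile Red retained in pooled yeast measured as flow cytometry median fluorescence; 0% = buffer negative control and 100% = Enniatin B positive control; higher means more Nile Red kept so more efflux inhibition; some compounds called inactive have numbers as strong as hits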
LAP4-GFP MLPCN: modulators of LAP4-GFP expression in yeast, primary screen, S. cerevisiae, multiplex flow cytometry, MLPCN library | 3 h; median GFP as percent of DMSO wells | GFP response vs DMSO, % at 10 µM | 320,000 tested, 0.34% active | AID 2023, 2009;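 active = GFP response vs DMSO above a set limit, about the screen mean plus 3 SD, cut at about 150% in these data; inconclusive = under 70 cell events counted for the yeast strain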
CIT2-GFP yeast: modulators of CIT2-GFP expression in yeast, primary screen, S. cerevisiae, GFP fusion, multiplex flow cytometry, MLPCN library. S. cerevisiae CIT2-GFP strain, 3 h; 100 means same as DMSO wells. GFP response vs DMSO, % at 10 µM. 320,000 tested, 0.065% active. AID 2029, 2009;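 active = GFP response relative to DMSO above a set limit, near the screen mean plus 3 SD, cut at about 150% in these data; inconclusive = Fewer than 70 cells measured for a yeast strain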;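 also: ratio of well median GFP fluorescence to mean of DMSO wells on the plate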
MEP2 TOR yeast: modulators of MEP2-GFP levels in yeast, primary screen, S. cerevisiae, multiplex flow cytometry, MLPCN library | S. cerevisiae MEP2-GFP strain, 3 h; 100% = DMSO control level | GFP response vs DMSO, % at 10 µM | 330,000 tested, 0.51% active;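 active = GFP response versus DMSO above a set limit, roughly screen mean plus 3 SD, cut at about 180% in these data; inconclusive = fewer than 70 cells counted for a yeast strain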;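 also: median GFP fluorescence of the barcode-gated MEP2-GFP cells per well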
AHR act: AHR activators, primary screen, cell-based, luminescence, luciferase reporter, human. Aryl hydrocarbon receptor (Homo sapiens), P35869. AHR-responsive luciferase reporter cells. activation, % at 5 µM. 320,000 tested, 2.5% active. AID 2796, 2010; in the data active = activation above about 47%;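 also: 0% = vehicle wells and 100% = reference agonist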
Target sequence (P35869 whole entry, looked up): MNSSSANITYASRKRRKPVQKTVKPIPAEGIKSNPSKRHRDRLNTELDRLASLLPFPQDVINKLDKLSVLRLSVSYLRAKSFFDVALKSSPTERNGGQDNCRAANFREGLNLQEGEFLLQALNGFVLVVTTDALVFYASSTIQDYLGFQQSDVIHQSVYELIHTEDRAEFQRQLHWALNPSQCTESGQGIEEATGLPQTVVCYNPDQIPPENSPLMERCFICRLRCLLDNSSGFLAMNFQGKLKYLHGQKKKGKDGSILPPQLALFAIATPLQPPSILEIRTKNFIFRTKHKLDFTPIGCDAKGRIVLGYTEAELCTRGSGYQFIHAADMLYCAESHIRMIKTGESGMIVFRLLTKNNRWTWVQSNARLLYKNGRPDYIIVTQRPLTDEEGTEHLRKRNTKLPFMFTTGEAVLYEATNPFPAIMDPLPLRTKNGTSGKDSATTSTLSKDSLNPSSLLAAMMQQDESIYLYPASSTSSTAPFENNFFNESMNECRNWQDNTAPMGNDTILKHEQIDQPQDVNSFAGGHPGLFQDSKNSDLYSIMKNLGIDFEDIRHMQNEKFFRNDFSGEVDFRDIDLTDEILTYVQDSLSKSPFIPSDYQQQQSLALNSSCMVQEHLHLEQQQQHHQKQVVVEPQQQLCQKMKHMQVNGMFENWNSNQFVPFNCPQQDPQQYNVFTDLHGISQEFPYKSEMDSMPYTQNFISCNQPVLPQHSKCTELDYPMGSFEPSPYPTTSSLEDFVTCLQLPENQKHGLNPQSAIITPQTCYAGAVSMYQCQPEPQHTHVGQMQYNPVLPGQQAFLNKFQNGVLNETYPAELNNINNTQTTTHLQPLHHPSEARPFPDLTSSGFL
RPL19A-GFP yeast: RPL19A-GFP expression modulators in yeast, primary screen, cell-based, S. cerevisiae, multiplex flow cytometry, MLPCN; AID 2025, 2009; S. cerevisiae RPL19A-GFP strain, 3 h; hits give low values; 330,000 tested, 0.3% active; percent response vs DMSO, % at 10 µM;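 active = percent response vs DMSO below 50%; inconclusive = fewer than 70 events counted for the yeast strain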;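 also: median channel GFP fluorescence of the barcoded RPL19A-GFP strain; ratio of sample median GFP to plate DMSO average so 100% = DMSO; lower means less RPL19A-GFP as with rapamycin TOR inhibition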
CR mimetic SO: reduction of superoxide in aged yeast, primary screen, HTS | superoxide response (% of plate mean), % at 10 µM | 330,000 tested, 0.18% active | S. cerevisiae aged cells, superoxide DHE fluorescence; hits give low values;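 active = superoxide response under a set limit, about three screen SD below normal, cut at about 65% in these data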;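 also: yeast aged for seven days with compound at 30 °C before DHE staining; 100% = average MFI of all compound-treated wells on the plate with controls excluded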
* = called active by the depositor; ? = inconclusive; nt = not tested or not shown.

SMILES	AGP1 TOR yeast	Efflux pump inh	LAP4-GFP MLPCN	CIT2-GFP yeast	MEP2 TOR yeast	AHR act	RPL19A-GFP yeast	CR mimetic SO
COC(=O)c1c(-c2ccccc2Cl)noc1-c1cnc(N)nc1C(F)(F)F	105	0.1	124	98	104	3	103	119
COc1ccc(CCNC(=O)CSc2nnc3ccc(-c4ccccn4)nn23)cc1	105	-0.2	102	93	91	-1	92	106
CCOc1ccc(OCCCC(=O)O)cc1	105	0.0	101	102	96	-1	99	83
Clc1ccccc1N=C1SCCS1	104	0.1	113	88	95	3	92	87
CC1CC(C)CN(CCCn2c(=S)[nH]c3ccccc3c2=O)C1 (stereo not drawn)	102	-0.1	97	110	97	12	98	95
COc1ccc2c(c1)c1nc3n(c(=O)c1n2CC(=O)Nc1ccccc1)CCCS3	101	0.1	103	101	100	1	103	115
Cc1cc(Br)ccc1NC(=O)CNC(=O)CN(C)Cc1nc2ccccc2c(=O)[nH]1	95	-0.1	95	96	93	0	95	100
CCOc1cc(/C=N/N=C(N)N)ccc1OCc1ccc(Cl)cc1	88	0.3	96	90	96	1	92	95
CC1CC(C(F)(F)F)n2nc(C(=O)O)cc2N1 (stereo not drawn)	109	-0.1	100	102	102	2	98	101
COc1cc(NC(=O)C2=C(N3CCOCC3)/C(=C\c3ccc(Cl)cc3Cl)CC2)cc(OC)c1OC	101	0.0	90	103	103	2	100	89
CCC1C(=O)NCCN1Cc1nc(-c2ccc(C)s2)oc1C (stereo not drawn)	84	0.1	104	91	65	0	101	98
COC(=O)CCCC1=CC2=C(c3ccccc3)C(=O)C(C)(OC(=O)C3CCCC3)C(=O)C2=CN1Cc1ccco1 (stereo not drawn)	?	0.0	?	?	?	0	?	105
Cc1ccc(OCC(=O)Nc2sc3c(c2C#N)CC(C)(C)NC3(C)C)cc1	109	-0.1	112	109	111	2	100	86
Cc1ccc(S(=O)(=O)N2CCC(C(=O)NNC(=O)c3ccccc3O)CC2)cc1	87	0.0	87	82	88	1	86	73
CN(C)c1ccc(N=Nc2ccccc2C(=O)OCC(=O)N2CCCCCC2)cc1	108	0.1	125	97	108	1	92	90
CCN1CCN(C(=S)Nc2ccc([N+](=O)[O-])cc2)CC1	103	0.0	94	101	103	0	98	104
Cc1ccccc1NC(=O)C1CCCN(c2nnc(N3CCCC3=O)s2)C1 (stereo not drawn)	101	-0.2	101	96	94	2	96	72
CNc1c(NS(=O)(=O)c2ccc3c(c2)CCCC3)c(=O)oc2ccccc12	93	-0.4	89	96	99	1	97	110
CCN(CC)c1ccc(S(=O)(=O)N2CCOCC2)cc1NC(=O)CN1CCc2ccccc2C1	111	-0.2	100	107	110	-4	111	94
COC(=O)[C@H](Cc1ccccc1)NC(=O)c1ccc2ccccc2n1	90	0.2	85	89	93	4	96	107
Cc1ccc(N(C)S(=O)(=O)c2ccc3[nH]cc(C(=O)NCCCN4CCOCC4)c(=O)c3c2)cc1C	110	0.0	111	106	102	2	101	107
COc1ccc(NC(=O)CN(C)C(=O)c2ccc(N3CCCCC3)c([N+](=O)[O-])c2)cc1	101	0.0	99	94	100	3	99	108
Cc1cccc(C(=O)NNC(=O)CSc2nnc(C3CC3)n2C)c1	102	0.0	87	104	100	2	101	87
Cc1ccc(OCCCC(=O)N2CCOCC2)c(C)c1	nt	0.1	102	93	89	9	96	105
O=C(O)c1ccc(Cl)c(S(=O)(=O)NCc2ccco2)c1	100	0.1	105	94	100	1	98	96
COc1cc(CN2CCC(Cc3ccccc3)CC2)cc(OC)c1OC	105	0.1	98	99	108	nt	105	106
Cc1ccccc1NC(=O)c1sc(NC(=O)C2CC2)nc1C	99	-0.1	104	98	112	4	100	103
O=C(NCc1ccc(Cl)cc1)C1CCCCN1S(=O)(=O)c1ccccc1 (stereo not drawn)	94	0.2	87	92	94	2	106	104
O=C(CSc1n[nH]c(=O)n1C1CC1)c1c[nH]c2ccccc12	103	0.1	109	97	103	20	109	102
CCCc1nn(C)c(C(=O)Nc2cccc(C)c2)c1Cl	97	0.8	95	99	102	25	103	92
Cc1ccc(OCc2cc(C(=O)N(C)CCc3ccccc3)no2)cc1C	95	0.4	96	94	95	24	103	100
Cc1ccc(OCC(=O)N/N=C\c2c(C)[nH]n(-c3ccccc3)c2=O)c([N+](=O)[O-])c1	90	0.0	100	92	98	21	94	98
COc1ccc2oc(C(=O)N(CC(C)C)C3CCS(=O)(=O)C3)c(C)c2c1 (stereo not drawn)	101	-0.1	100	92	97	2	94	107
COc1ccc(C(C(=O)NC2CCCC2)N(C(=O)c2snc(-c3ccc(F)cc3)c2N)c2ccc(F)cc2)cc1 (stereo not drawn)	99	0.0	101	95	97	0	99	103
Cc1ccc(CSc2nc3ccccc3c(=O)n2C)cc1	94	0.1	97	99	105	2	99	85
S=C(NCCN1CCOCC1)Nc1ccc(Br)cc1	99	0.0	93	103	104	3	107	100

3 entries drawn at random from the list so far, as already listed:
SMILES	AGP1 TOR yeast	Efflux pump inh	LAP4-GFP MLPCN	CIT2-GFP yeast	MEP2 TOR yeast	AHR act	RPL19A-GFP yeast	CR mimetic SO
CCCc1nn(C)c(C(=O)Nc2cccc(C)c2)c1Cl	97	0.8	95	99	102	25	103	92
O=C(CSc1n[nH]c(=O)n1C1CC1)c1c[nH]c2ccccc12	103	0.1	109	97	103	20	109	102
COc1ccc2oc(C(=O)N(CC(C)C)C3CCS(=O)(=O)C3)c(C)c2c1 (stereo not drawn)	101	-0.1	100	92	97	2	94	107

The list continues.
SMILES	AGP1 TOR yeast	Efflux pump inh	LAP4-GFP MLPCN	CIT2-GFP yeast	MEP2 TOR yeast	AHR act	RPL19A-GFP yeast	CR mimetic SO
CCc1ccc(OCC(=O)c2c(O)c3ccccc3oc2=O)cc1	100	0.2	97	92	88	2	101	106
Cc1cc(C)cc(NC(=O)C(=O)NCc2ccccn2)c1	91	0.1	98	86	90	11	96	80
Cc1ccc(Nc2nc(NCCO)nc3c2cnn3C)cc1Cl	102	0.0	101	100	106	81*	104	97
Cc1nc(-c2nc(-c3c(C(=O)NN)noc3C)cs2)cs1	112	-0.1	107	108	104	14	111	93
COc1ccc(C(CCO)NC(=O)c2cccs2)cc1OC (stereo not drawn)	98	-0.1	106	109	100	2	99	95
O=C(Nc1ccc(S(=O)(=O)Nc2ncccn2)cc1)c1ccco1	109	-0.2	102	100	100	-1	107	68
C[C@H](CO)N1C[C@H](C)[C@@H](CN(C)S(=O)(=O)c2cccs2)Oc2ccc(NC(=O)C3CC3)cc2C1=O	107	-0.1	114	99	103	0	103	92
CSc1cccc(CN2CCN(CCc3ccccc3)C(CCO)C2)c1 (stereo not drawn)	96	-0.1	93	100	98	2	100	125
C=CCNC(=O)c1ccc(C)c(Br)c1	103	-0.2	116	99	108	1	100	96
CCCCCn1c(=O)[nH]c2cc(C(=O)N3CCN(Cc4ccc5c(c4)OCO5)CC3)ccc2c1=O	nt	-0.3	102	99	101	-12	95	85
COc1ccc2oc(C(=O)OCC(=O)N3CCCC(C)C3)c(C)c2c1 (stereo not drawn)	97	0.1	101	96	102	5	96	112
O=C(c1ccc(-n2cncn2)c([N+](=O)[O-])c1)N1CCN(S(=O)(=O)c2ccccc2F)CC1	98	0.2	97	93	90	-2	93	102
O=C(NCCN1CCN(c2ccccc2Cl)CC1)Nc1ccccc1	105	0.0	96	109	103	0	104	97
Cc1cccc(NC(=O)CN2C(=O)c3ccccc3C2=O)c1C	89	0.1	85	93	97	6	98	81
O=C(O)CCc1nn2c3ccccc3n(CCO)c2nc1=O	106	-0.2	91	111	116	0	121	97
O=C(O)Cn1cnc2ccccc2c1=O	98	0.0	95	105	101	-1	94	95
COc1ccc(S(=O)(=O)N2CCCCC2)cc1NC(=O)c1cncc(Br)c1	95	0.0	91	99	95	0	95	116
Cc1nn(C(=O)c2cccc([N+](=O)[O-])c2)c(C)c1Br	93	-0.1	104	100	107	3	109	99
COc1ccc(/C=C/C(=O)ONC2=NCCCCC2)cc1OC	97	0.1	101	105	108	2	100	99
Nc1cc(=O)[nH]c(=O)n1CC1CC1	81	-0.1	93	95	77	0	84	96
CCCCSc1nc2sc3c(c2c(=O)[nH]1)CC(C)(CC)OC3 (stereo not drawn)	102	0.0	102	101	100	26	101	113
CCc1nnc2c(N(C)S(=O)(=O)c3ccc(C)cc3)nc3ccccc3n12	102	0.4	92	103	99	2	102	99
CCN(CC)C(=O)COc1coc(CN2CCN(c3ccccc3)CC2)cc1=O	97	0.3	98	96	93	0	98	107
Cc1ccc(C(=O)OCC(=O)N(C)c2ccccc2)c(C)c1	85	0.2	83	96	93	-3	92	104
c1ccc(C2CC(c3cccs3)Nc3nnnn32)cc1 (stereo not drawn)	100	0.0	93	101	100	-1	101	103
CCOC(=O)C1CCCN(S(=O)(=O)CCNC(=O)c2cccc(OC)c2)C1 (stereo not drawn)	111	0.0	110	89	102	6	97	96
Cc1[nH]c2ccc(Br)cc2c(=O)c1CN1CCOCC1	92	0.0	89	89	95	10	94	100
COc1cccc(CC(=O)N(CCC2=CCCCC2)c2c(N)n(Cc3ccccc3)c(=O)[nH]c2=O)c1	109	0.1	111	100	101	-2	94	115
O=C(CSC1=NS(=O)(=O)c2cc(F)ccc2N1)Nc1cccc(F)c1	102	-0.1	99	107	93	-5	97	103
CN1CCN(S(=O)(=O)c2ccc(NN)nc2)CC1	101	0.0	100	99	105	1	100	84
CCOC(=O)N1CCN(C(=O)c2cc3ccccc3o2)CC1	94	-0.1	83	105	104	-5	104	101
Cc1nc(CNS(=O)(=O)c2cccnc2)cs1	72	0.0	88	64	92	-1	103	95
COc1cccc(NC(=O)C2CCCN(S(=O)(=O)c3cccc4cccnc34)C2)c1 (stereo not drawn)	105	0.4	102	101	112	6	101	101
S=c1[nH]nc(-c2ccncc2)n1Cc1ccco1	98	0.0	108	95	96	1	100	107
O=C(Cn1ccc2ccccc2c1=O)NCCC(=O)N1CCN(C2CCCCC2)CC1	103	0.1	97	104	104	0	101	88
CCOC(=O)c1cc2c(ccn2C)n1CC(=O)N1C(C)CCCC1C (stereo not drawn)	97	-0.2	95	103	95	0	95	102
O=C(COC(=O)[C@H](Cc1ccccc1)NC(=O)c1ccco1)NCc1ccccc1	106	-0.2	110	100	96	0	101	105
CCOC(=O)c1csc(NC(=O)CN2CCCCC2)n1	100	-0.1	105	101	118	1	103	91
Cc1cc(C)c(NC(=O)C(C)(C)C)c(Cl)c1	109	-0.1	108	110	108	0	105	92
Cc1c(C(=O)N2CCN(Cc3ccccc3)CC2)oc2c1C(=O)CCC2	79	0.0	110	95	106	-1	97	92
Cc1cc(F)ccc1S(=O)(=O)Nc1ncnc2sccc12	97	0.4	105	117	100	4	98	102
O=C(O)c1cnn(-c2nc(-c3ccc(Cl)cc3)cs2)c1C(F)(F)F	90	-0.2	102	102	105	9	102	101
Nn1c(SCc2ccccc2F)nnc1-c1ccccn1	85	0.2	98	85	90	0	89	117
CCOc1ccc(CCNC(=O)CN2C(=O)CCSc3ccccc32)cc1	98	0.0	97	113	102	5	102	100
Cc1nc2oc(C(=O)c3ccc(Br)cc3)c(N)c2c2c1COC(C)(C)C2	100	0.0	103	95	98	1	96	109
CCOC(CNC(=O)c1cccn2c(=O)c3cc(Cl)ccc3nc12)OCC	97	0.2	92	94	86	83*	97	100
